Screening data deposited in PubChem by NCI.
All columns: NCI-60 one-dose screen, growth in % after 48 h at 10 µM unless noted; 100 = growth as untreated, 0 = no growth, -100 = all killed.
KM12: KM12 colon cancer cells; 5% of 82,000 active; AID 1794800
SW-620: SW-620 colon cancer; 5.2% of 82,000 active; AID 1794795
DU-145: DU-145 prostate cancer; AID 1794760; 4.2% of 81,000 active
HT29: HT29 colon cancer | 7.4% of 81,000 active
SNB-75: SNB-75 CNS cancer. 5% of 79,000 active
HCC-2998: HCC-2998 colon cancer; 4.7% of 79,000 active; AID 1794799
SNB-19: SNB-19 CNS cancer cells. AID 1794751. 2.5% of 81,000 active
PC-3: PC-3 prostate cancer cells; 3.9% of 80,000 active; AID 1794754
SF-539: SF-539 CNS cancer; 6.8% of 81,000 active
Numbers without * were called inactive; nt = no result given; & = joins results of further samples. How the source made its calls: active means growth percent below 10; inactive means the rest. Random draw from the library; any-hit rate near 11%.

SMILES,KM12,SW-620,DU-145,HT29,SNB-75,HCC-2998,SNB-19,PC-3,SF-539
CC1(C)CC[C@]2(c3nnc(-c4cccnc4)o3)CC[C@]3(C)C(=CC[C@@H]4[C@@]5(C)CCC(=O)C(C)(C)[C@@H]5CC[C@]43C)[C@@H]2C1,70,70,84,52,90,90,86,29,81
O=c1[nH]c(=O)n(C(c2ccccc2)(c2ccccc2)c2ccccc2)cc1N(CCO)CCO,104,104,116,nt,100,99,94,85,108
O=C(CN1C(=O)NC(c2ccccc2)(c2ccccc2)C1=O)c1ccc(N2CCN(c3ccc(Cl)cc3)CC2)cc1,98,105,116,89,85,112,92,74,109
O=C(CSc1nnc(-c2c[nH]c3ccccc23)n1-c1ccccc1)Nc1ccc(C(=O)/C=C/c2ccccc2Cl)cc1,75,88,82,92,80,95,85,61,43
CCN(CC)CN1C(=O)C(=O)c2ccccc21,96,98,107,110,73,nt,94,94,105
CCOC(=O)C1(COCc2ccccc2)CCCCC1=O (centres undefined),109,105,115,108,91,107,109,98,106
C/C(=N/NC(N)=O)c1ccco1,102,109,110,99,92,92,101,76,101
Nc1ncc(-c2ccc(NS(=O)(=O)c3ccc(F)c(Br)c3)cc2)[nH]1,97,90,97,94,77,97,80,79,78
COc1ccc(-c2nc3sccn3c2-c2nc3ccc(F)cc3[nH]2)cc1,99,97,106,103,84,98,99,100,100
C=CCn1cc(-c2nc3ccccc3s2)c2cc(-c3ccc4c5c(cccc35)C(=O)N(CCN(CC)CC)C4=O)ccc21,98,93,107,93,86,98,105,89,88
C=C(C)C1CC(O)C2(C)CCCC3C2C1CC(C)C3(C)CC/C(C)=C/C(O)C1CCC(=O)c2c(OC)cc(OC)cc21 (centres undefined),41,47,43,47,38,77,57,21,51
CN1CC(c2ccc(Br)cc2)C(C(=O)c2ccc(Br)cc2)C12C(=O)Nc1ccccc12 (centres undefined),75,72,84,36,72,84,85,44,91
O=C(O)CC1CCCCC1c1ccccc1 (centres undefined),110,111,117,101,106,106,106,90,92
C[C@@H]1N=C(c2ccc(Br)cc2)Nc2nc3ccccn3c2C1=O,30,38,88,18,50,69,83,63,75
COC(=O)c1ccc2c(c1)nc(-c1ccc(Cl)cc1)n2-c1cc(C(C)(C)C)[nH]n1,35,49,86,23,47,68,78,39,60

Next section (four carried over from the part before).
SMILES,KM12,SW-620,DU-145,HT29,SNB-75,HCC-2998,SNB-19,PC-3,SF-539
CN1CC(c2ccc(Br)cc2)C(C(=O)c2ccc(Br)cc2)C12C(=O)Nc1ccccc12 (centres undefined),75,72,84,36,72,84,85,44,91
O=C(O)CC1CCCCC1c1ccccc1 (centres undefined),110,111,117,101,106,106,106,90,92
C[C@@H]1N=C(c2ccc(Br)cc2)Nc2nc3ccccn3c2C1=O,30,38,88,18,50,69,83,63,75
COC(=O)c1ccc2c(c1)nc(-c1ccc(Cl)cc1)n2-c1cc(C(C)(C)C)[nH]n1,35,49,86,23,47,68,78,39,60
FC1(F)C=C(c2ccccc2)C1(Cl)Cl,112,103,116,106,90,107,98,101,122
O=C1CCCCN1CCCCC#Cc1ccccc1C#Cc1ccc([N+](=O)[O-])cc1,27,27,71,28,66,67,70,32,38
COC(=O)c1cc(O)c2cc3c(cc2c1-c1cc(OC)c(OC)c(OC)c1)OCO3,26,18,41,-9.4*,nt,52,37,nt,13
Cc1ccc(-c2nc(C#N)c(S(=O)(=O)N(C)C)o2)cc1,95,81,103,98,84,93,98,103,102
CCOC(=O)C1=C(C)N2C(=NC3=C(CCCC/C3=C\c3ccc(Cl)cc3)C2c2ccc(Cl)cc2)S1 (centres undefined),115,104,131,92,84,98,nt,97,95
COc1ccc2c(O)c(/C=C3\N=Nc4ncccc43)oc2c1C[C@@H]1CCNC[C@H]1F,-49*,-6.3*,-20*,5.2*,-57*,-21*,1.9*,-29*,-48*
CS/C(Nc1ccccc1)=C(/C#N)S(=O)(=O)c1ccc(C)cc1,111,108,124,124,118,nt,95,106,nt
C#CCNC(=O)[C@]1(C)CC[C@]2(C)CC[C@@H]3C(=CC[C@H]4[C@@]3(C)CC[C@H]3C(C)(C)C(=O)CC[C@]43C)[C@@H]2C1,92,105,99,93,102,101,102,65,102
COC(=O)Nc1nnc(COc2ccc(C3CCCCC3)cc2)s1,83,79,88,97,98,92,100,81,100
C[C@@H]1[C@H]2C[C@@H](C[C@H]1NCc1nc3ccccc3n1C1CCCCCC1)C2(C)C,69,50,88,51,82,38,59,37,77
CNc1ccc(-n2ccc(=O)c(O)c2C)cc1,93,91,101,103,91,95,105,95,105
CCOC(=O)N1CCCCC1CC (centres undefined),107,109,115,100,87,108,105,92,102
O=C(N/N=C/c1c[nH]c2ccccc12)Nc1ccccc1,102,112,117,106,102,120,100,103,91
COc1ccc(OCC(=O)Nc2ccc(-c3nc4ccccc4s3)c(Cl)c2)cc1,103,99,114,101,70,99,nt,71,88
CC(C)(O)c1cccc2c(C(C)(C)O)cccc12,103,109,111,107,88,nt,99,99,105

(list continues)
Below each compound: KM12 | SW-620 | DU-145 | HT29 | SNB-75 | HCC-2998 | SNB-19 | PC-3 | SF-539
NC(N)=NNC(=O)c1ccccc1
    109 | 98 | 106 | 105 | 79 | 101 | 105 | 92 | 99
CCCCOCCOCCOC(=O)c1ccc(OC)cc1
    101 | 102 | 105 | 95 | 89 | 111 | 100 | 102 | 95
C/C(=N\NC(=S)Nc1cccc(C)c1)c1cc2ccccc2oc1=O
    95 | 107 | 106 | 108 | 107 | 116 | 104 | 85 | 105
OCCCc1ccncc1
    106 | 107 | 104 | 100 | 90 | 96 | 106 | 100 | 103
Nc1c(C(=O)Nc2cccc3ccccc23)sc2nc3c(cc12)COCC3
    41 | 25 | 59 | 12 | 31 | 85 | 33 | 53 | 30
Cc1c(Cl)cccc1S(=O)(=O)Nc1nc2c(s1)CN(Cc1ccccc1)CC2
    101 | 99 | 99 | 109 | 92 | 115 | 91 | 73 | 99
N#Cc1c(-c2ccc(Cl)cc2)nc2c(nnn2-c2ccc(S(N)(=O)=O)cc2)c1N
    101 | 101 | 110 | 99 | 80 | 105 | 97 | 78 | 102
O=c1oc2ccccc2cc1-c1csc(N/N=C/c2cc3ccccc3nc2Cl)n1
    100 | 106 | 88 | 100 | 97 | 102 | 96 | 95 | 96
CCc1nc(N)nc(-c2nc(N)nc(CC)c2C)c1C
    106 | 106 | 108 | 108 | 94 | 113 | nt | 105 | 97
COC(=O)Cc1cc(COC(C)=O)ccc1C
    114 | 110 | 116 | 97 | 98 | 106 | 113 | 93 | 111
C/C(=N\N=C(/C)c1cccc([N+](=O)[O-])c1)c1cccc([N+](=O)[O-])c1
    98 | 101 | 95 | 88 | 84 | 98 | 81 | 87 | 93
CN1CCN(C(=O)OCc2ccc3c(Cl)cc(Cl)c(O)c3n2)CC1
    49 | 52 | 56 | 103 | 71 | 74 | 53 | 44 | 66
CCN1C(=S)N(CC)C2Nn3c(s/c(=C4\C(=O)N(C)c5ccccc54)c3=O)=NC21 (centres undefined)
    27 | 41 | 35 | 15 | -1.7* | 79 | 71 | 39 | 6.1*
CC(C)n1nc(C#Cc2cccc(O)c2)c2c(N)ncnc21
    -7.5* | 0.8* | -6.9* | -18* | -85* | -2.8* | -21* | -12* | -75*
CCOC(=O)c1csc2ncc(-c3ccc(C)cc3)n12
    104 | 103 | 105 | 97 | 107 | 98 | 100 | 91 | 93
Cc1[nH]c(C(=O)Nc2ccccc2OCc2cccc(C(=O)NCCN)c2)cc1F
    103 | 106 | 107 | 104 | 74 | 105 | 99 | 100 | 96
Clc1ncnc2[nH]ccc12
    107 | 110 | 111 | 104 | 94 | 101 | 106 | 105 | 90
c1ccc(CCc2ccc(OCCN3CCCCC3)cc2)cc1
    92 | 93 | 94 | 42 | 80 | 109 | 96 | 53 | 87
Cc1cccc(NC(=O)c2sc3nc4c(cc3c2N)CCCC4)c1
    23 | 36 | 46 | 15 | 35 | 71 | 50 | 27 | 49
COc1cc(C)cc(C(O)Cc2cccc(-c3cccnc3)n2)c1 (centres undefined)
    111 | 104 | 116 | 102 | 80 | 115 | nt | 99 | 98
COc1cc(C2CC(c3ccc(Nc4nc(NCCO)nc(Nc5ccc(Cl)cc5)n4)cc3)=NN2c2cc(Cl)cc(Cl)c2)cc(OC)c1OC (centres undefined)
    68 | 101 | 85 | 72 | 74 | 94 | 68 | 56 | 65
C[C@@]12c3ccsc3CCN1C(c1ccccc1)=NN2c1ccccc1
    99 | 94 | 105 | 94 | 99 | 103 | 91 | 81 | 110
CCOc1ccc(-n2cc(-c3ccc(N(C)C)cc3)[n+]3c2CCCCC3)cc1
    14 | 19 | 26 | 9.2* | 18 | 21 | 20 | 4.5* | 27
COC(=O)/C=C/c1cccnc1
    124 | 108 | 125 | 105 | 108 | 130 | 108 | 100 | 112
COc1cc(/C=C/C(=O)c2cnn(-c3cc(=O)[nH]c4ccc(Br)cc34)c2C)cc(OC)c1OC
    -43* | -67* | -83* | -59* | 9.8* | -97* | -2.5* | -24* | -79*
O=C(NO)/C(CC(=O)c1ccccc1O)=N\O
    109 | 97 | 105 | 107 | 82 | 110 | 100 | 86 | 95
CCOC(=O)c1nn(C2CCCCO2)c2ccc(NS(=O)(=O)c3ccc(C)cc3)cc12 (centres undefined)
    104 | 98 | 106 | 102 | 81 | 107 | 100 | 93 | 105
Cc1cc(-c2ccc(N=Nc3c(S(=O)(=O)O)cc4cc(S(=O)(=O)O)cc(O)c4c3O)c(C)c2)ccc1N=Nc1cc(S(=O)(=O)O)c2ccccc2c1O
    95 | 116 | 85 | 112 | 87 | 107 | 121 | 96 | 117
CCCC(=O)Oc1ccc(C2(c3ccc(OC(=O)CCC)cc3)OC(=O)c3ccccc32)cc1
    92 | 107 | 102 | 99 | 113 | 98 | 137 | 91 | 108
CC(C)CC(CC(C)C)NCC(C)OC(=O)c1ccc([N+](=O)[O-])cc1 (centres undefined)
    91 | 108 | 106 | 94 | 93 | 102 | 105 | 94 | 102

Compound profiles, from the list above:
C[C@@]12c3ccsc3CCN1C(c1ccccc1)=NN2c1ccccc1 is listed as KM12 = 99; SW-620 = 94; DU-145 = 105; HT29 = 94; SNB-75 = 99; HCC-2998 = 103; SNB-19 = 91; PC-3 = 81; SF-539 = 110
CC(C)n1nc(C#Cc2cccc(O)c2)c2c(N)ncnc21 is listed as KM12 = -7.5*; SW-620 = 0.8*; DU-145 = -6.9*; HT29 = -18*; SNB-75 = -85*; HCC-2998 = -2.8*; SNB-19 = -21*; PC-3 = -12*; SF-539 = -75*

Random excerpt: four compounds from above.
Below each compound: KM12 | SW-620 | DU-145 | HT29 | SNB-75 | HCC-2998 | SNB-19 | PC-3 | SF-539
CC1(C)CC[C@]2(c3nnc(-c4cccnc4)o3)CC[C@]3(C)C(=CC[C@@H]4[C@@]5(C)CCC(=O)C(C)(C)[C@@H]5CC[C@]43C)[C@@H]2C1
    70 | 70 | 84 | 52 | 90 | 90 | 86 | 29 | 81
O=C(CN1C(=O)NC(c2ccccc2)(c2ccccc2)C1=O)c1ccc(N2CCN(c3ccc(Cl)cc3)CC2)cc1
    98 | 105 | 116 | 89 | 85 | 112 | 92 | 74 | 109
Clc1ncnc2[nH]ccc12
    107 | 110 | 111 | 104 | 94 | 101 | 106 | 105 | 90
O=c1[nH]c(=O)n(C(c2ccccc2)(c2ccccc2)c2ccccc2)cc1N(CCO)CCO
    104 | 104 | 116 | nt | 100 | 99 | 94 | 85 | 108

The list goes on:
Below each compound: KM12 | SW-620 | DU-145 | HT29 | SNB-75 | HCC-2998 | SNB-19 | PC-3 | SF-539
Oc1cccc(Nc2nccc(-c3ccc4ccccc4c3)n2)c1
    28 | 31 | 27 | 57 | 23 | 52 | 29 | 28 | 11
CC1=CCC2CC1C2(C)C (centres undefined)
    110&100 | 103&101 | 112&99 | 105&114 | 90&102 | 42 | 101&96 | 90&101 | 102&102
COc1cc(Cn2cc3c(c2-c2ccccc2)CCc2cnoc2-3)cc(OC)c1OC
    97 | 103 | 105 | 89 | nt | 100 | 87 | 62 | 96
CCOC(=O)C1CCc2ccccc2C1=O (centres undefined)
    108 | 107 | 111 | 121 | 93 | 96 | 116 | 99 | 96
CC(C)c1cc(C(C)C)c(S(=O)(=O)Oc2ccc(NC(=O)C3CCCCCC3)cc2)c(C(C)C)c1
    75 | 87 | 92 | 81 | 94 | 90 | 79 | 57 | 106
c1cnc2[nH]cc(-c3ccc(-c4c[nH]c5ncccc45)s3)c2c1
    75 | 82 | 60 | 94 | 87 | 90 | 101 | 80 | nt
COc1ccc2c(c1)c1c(C)c3cnccc3c(C)c1n2C(C)C
    27 | 63 | 67 | 40 | 103 | 96 | 82 | nt | 81
CCOc1ccc2nc(NC(=O)c3ccc(C(F)(F)F)cc3)sc2c1
    103 | 103 | 105 | 98 | 102 | nt | 101 | 108 | 105
O=C(O)c1cn(C2CC2)c2cc(N3CCN(C(=O)N/N=C/c4ccccc4)CC3)c(F)cc2c1=O
    95 | 110 | 104 | 97 | 99 | 100 | 95 | 96 | 110
COc1ccc(/C=N\NC(=O)c2cnn(CC(O)c3ccccc3)c2N)cc1OCc1ccccc1 (centres undefined)
    44 | 89 | 85 | 95 | 95 | 99 | 86 | 58 | 86
c1ccc(CN2CCOC2)cc1
    107 | 92 | 106 | 117 | 104 | 114 | 96 | 77 | 95
Cc1cc(Nc2nc(-c3cccnc3)nc3ccccc23)n[nH]1
    19 | 47 | 74 | 23 | -33* | 70 | 78 | 59 | 35

Single values from above.
COc1ccc2c(c1)c1c(C)c3cnccc3c(C)c1n2C(C)C in DU-145 is listed with 67
COc1ccc(/C=N\NC(=O)c2cnn(CC(O)c3ccccc3)c2N)cc1OCc1ccccc1 (centres undefined) in SNB-75 is listed with 95
